# Screens (PubChem)
# bub3 = NCI yeast anticancer drug screen, S. cerevisiae bub3 mutant strain. growth inhibition, % at 50 µM. AID 167, 2004. 78,000 tested, 9.9% active;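 also: 0% = growth of vehicle-only cultures of the same strain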
#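 Readout: yeast growth inhibition, expressed relative to vehicle-only wells. The test organism is a mutant strain from a panel with lesions in DNA repair or checkpoint genes.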
# mec2-1 = NCI yeast anticancer drug screen, S. cerevisiae mec2-1 strain. % growth inhibition at 50 µM. 79,000 tested, 9% active. AID 157, 2004;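 also: 0% = growth of vehicle-only cultures of the same strain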
#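 Mutant yeast (mec2-1) grown with compound; growth inhibition relative to vehicle control reported.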
# yeast cln2 rad14 = NCI yeast anticancer drug screen, S. cerevisiae cln2 rad14 strain; % growth inhibition at 50 µM; 78,000 tested, 8.3% active;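 also: 0% = growth of vehicle-only cultures of the same strain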
#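 Test compounds were added to cln2 rad14 yeast cultures; inhibition of growth was then determined by comparison with vehicle treatment.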
# yeast sgs1 mgt1 = NCI yeast anticancer drug screen, S. cerevisiae sgs1 mgt1 strain. growth inhibition, % at 50 µM. 78,000 tested, 10% active. AID 161, 2004;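 also: 0% = growth of vehicle-only cultures of the same strain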
#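 Compounds are added to genetically altered yeast, and growth is compared with cultures given vehicle alone to give percent inhibition.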
# mlh1 rad18 = NCI yeast anticancer drug screen, S. cerevisiae mlh1 rad18 strain. 79,000 tested, 11% active. AID 175, 2004. % growth inhibition at 50 µM;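 also: 0% = growth of vehicle-only cultures of the same strain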
#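 Vehicle-treated cultures served as the reference for growth inhibition in a yeast strain carrying DNA damage repair alterations exposed to each compound.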
# yeast rad50 = NCI yeast anticancer drug screen, S. cerevisiae rad50 strain; % growth inhibition at 50 µM; 79,000 tested, 10% active; AID 155, 2004;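 also: 0% = growth of vehicle-only cultures of the same strain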
#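 Cells are treated with compound, grown, and their growth is then scored against vehicle-only cultures of the same repair-deficient yeast strain.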
# An asterisk follows results filed as active; & = joins results of further samples; ! = not active in a repeat. Rule as the data show it: active = growth inhibition above about 70%; inactive = the rest. The list is partial; rates above refer to the full screens.
(1) CN(C)CS/C(N)=N\C(O)C(Cl)(Cl)Cl (centres undefined)
(2) Cc1ccc2[nH]c(=S)n(-c3ccc(Cl)cc3)c(=O)c2c1
(3) COC(=O)C1=COC(C)C2CN3CCc4c([nH]c5cc(OC)ccc45)C3CC12 (centres undefined)
(4) O=C(O)C(Br)C(Br)C(=O)O (centres undefined)
(5) CCCCCCCCCCCCCCCCP(=O)(O)OP(=O)(O)OCC1OC(n2cnc3c(N)ncnc32)C(O)C1O (centres undefined)
(6) CC(=O)O[C@@H]1[C@@H](O)[C@H]2O[C@@H]3C=C(C)C(=O)[C@@H](O)[C@]3(CO)[C@]1(C)[C@]21CO1
(7) CCC1(OC(=O)CN)C(=O)OCc2c1cc1n(c2=O)Cc2cc3ccccc3nc2-1 (centres undefined)
(8) C1=C2CN3CCC45c6ccccc6N6CCC(OC1)C(C2CC34)C65 (centres undefined)

Assay by compound	1	2	3	4	5	6	7	8
bub3	11	24	-6	5&-24	45	85*	97*	-8
mec2-1	8	26	-6	4&-23	53	20	99*	-9
yeast cln2 rad14	8	19	-39	-23&30	59	24	89*	3
yeast sgs1 mgt1	-18	30	-2	23&-34	88*	62	94*	-13
mlh1 rad18	20	-2	-15	25&7	80*	83*	97*	-16
yeast rad50	23	9	0	2&14	58	49	98*	-9

(9) CCC1(O)C(=O)OCc2c1cc1n(c2=O)Cc2cc3cc(N)ccc3nc2-1 (centres undefined)
(10) C[C@]12CCCC[C@@H]1CC[C@@H]1[C@@H]2C(=O)C[C@@]2(C)[C@H]1CC[C@]2(C)O
(11) Cc1ccc([Se]/C=C/[Se]c2ccc(C)cc2)cc1
(12) C/C(CCl)=N/NC1=NC(C)(CCC2(C)N=C(N/N=C(/C)CCl)SP2(=O)NC23CC4CC(CC(C4)C2)C3)P(=O)(NC23CC4CC(CC(C4)C2)C3)S1 (centres undefined)
(13) Cc1cc[n+](C)c(Cc2ccccc2)c1C
(14) CC(=O)O[C@H]1C[C@@H]2OC3C=C(C)CCC3(C)[C@@]1(C)[C@@]21CO1 (some centres undefined)
(15) CC(Cl)CN(Cc1cc(O)c(CN(CC(C)Cl)CC(C)Cl)cc1O)CC(C)Cl (centres undefined)
(16) C[Si](C)(C)CN(N=O)C(N)=O

Assay by compound	9	10	11	12	13	14	15	16
bub3	56	53	0	-20	-22	93*!	41	4
mec2-1	89*	99*	-5	1	-11	94*!	-5	3
yeast cln2 rad14	57	21	-11	-22	-26	92*!	-41	-25
yeast sgs1 mgt1	77*	50	12	17	-9	94*!	-4	-3
mlh1 rad18	72*	98*	-2	-29	-29	93*!	22	9
yeast rad50	85*	60	-6	-9	-27	92*!	32	2

(17) CCOC(OC1=C(C#N)CCCC1)C(CC)[Se]c1ccccc1 (centres undefined)
(18) CN(Cc1ccccc1)CC(O)c1ccc(Cl)cc1 (centres undefined)
(19) Oc1c(Cl)c(Cl)c(Cl)c(Cl)c1Cl (tested in a mixture with another compound)
(20) C[CH2][Sn]1([CH2]C)[c]2ccccc2Oc2cccc[c]21
(21) Cc1cc[n+](C2=C(Nc3c(C)cccc3C)C(=O)c3ccccc3C2=O)cc1
(22) COC(=O)c1ccccc1N1C(=O)c2ccccc2NP1(=O)Oc1ccccc1 (centres undefined)
(23) CN(C)c1ccc(NP(=O)(Nc2ccc(N(C)C)cc2)N(CCCl)CCCl)cc1
(24) CCCOP(=O)(OCCC)C(=O)Nc1ccc(Br)cc1

Assay by compound	17	18	19	20	21	22	23	24
bub3	44	60	99*	99*	48	-4	12	25
mec2-1	21	1	100*	99*	73*	-5	2	3
yeast cln2 rad14	52	49	99*	99*	15	-13	6	-24
yeast sgs1 mgt1	51	59	99*	99*	68	-2	11	6
mlh1 rad18	58	35	99*	99*	71*	-11	8	-10
yeast rad50	63	57	99*	99*	90*	-5	24	-26

(25) C[CH2][Sn]([Cl])([Cl])[CH2]C
(26) O=C(CCCN1CCC2(CC1)C(=O)NCN2c1ccccc1)c1ccccc1
(27) O=[N+]([O-])c1cc(Cl)c(O)c(Cl)c1
(28) CCOc1ccc(CCNC)c2c1ccc1ccc(OC)c(O)c12
(29) CCCn1cc2c3c(cccc31)C1C=C(C)CN(C)C1C2 (centres undefined)
(30) COc1cccc(C=O)c1OC
(31) CN(C)CCSC(c1ccccc1)c1ccc(Br)cc1 (centres undefined)
(32) C[N+]1(C)CCCCC1

Assay by compound	25	26	27	28	29	30	31	32
bub3	42&49	2	7	98*	63	13&4	34	5
mec2-1	77*!	-3	16	99*	53	24&2	20	10
yeast cln2 rad14	48&54	-18	1	92*	41	-8&27	59	2
yeast sgs1 mgt1	44&56	-1	34	98*	47	21&4	52	3
mlh1 rad18	23&34	-2	22	98*	49	37&47	62	-27
yeast rad50	70*!	-18	2	97*	56	43&16	32	17

(33) CCCCCNC(=O)c1c(O)[nH]c(=S)[nH]c1=O
(34) CCC(=O)C1CCOC1=O (centres undefined)
(35) O=NN(CCI)C(=O)NCCI
(36) CN1C(=O)NC(C)(c2cccc(N(CCCl)CCCl)c2)C1=O (centres undefined)
(37) C/C1=C\[C@H](C)C[C@H](C)OC(=O)C[C@H](c2ccc(O)cc2)NC(=O)[C@@H](Cc2c(Br)[nH]c3ccccc23)N(C)C(=O)[C@H](C)NC(=O)[C@@H](C)C1
(38) COc1ccc(C[C@@H]2NC[C@@H](O)[C@@H]2OC(C)=O)cc1
(39) NC(Cc1ccc(O)c(O)c1)c1ccccc1 (centres undefined)
(40) CCN(CC)CC#N

Assay by compound	33	34	35	36	37	38	39	40
bub3	89*	13	1	-14	77*	92*	-8	3
mec2-1	88*	5	34	24	81*	93*	4	-3
yeast cln2 rad14	61	16	20	8	82*	92*	-26	0
yeast sgs1 mgt1	92*	-14	44	11	89*	93*	-3	-6
mlh1 rad18	90*	4	42	28	80*	91*	-23	-1
yeast rad50	88*	1	27	6	85*	91*	-12	4

(41) Nc1cc(S(=O)(=O)F)ccc1Cl
(42) NCCN.NCCN.[Cl-].[O]=[Re]=[O]
(43) Cc1ncc([N+](=O)[O-])n1CCN=[N+]=[N-]
(44) [C-]#[O+].[C-]#[O+].[C-]#[O+].[W].c1ccc([PH+](CC[PH+](c2ccccc2)c2ccccc2)CC[PH+](c2ccccc2)c2ccccc2)cc1
(45) COc1ccc2c(c1OC(C)=O)-c1cc(OC(C)=O)cc3c1C(C2)NCC3 (centres undefined)
(46) CCCCCCCC(=O)O
(47) CCS(=O)(=O)[O][Sn]([CH2]C)([CH2]C)[O]S(=O)(=O)CC
(48) O=C(C[n+]1ccccc1)C1CCCCC1

Assay by compound	41	42	43	44	45	46	47	48
bub3	23	-22	-24	4	2	-6&-27	56	1
mec2-1	6	-9	-19	-19	-4	5&-12	77*	2
yeast cln2 rad14	36	-62	-18	3	7	0&21	67	-8
yeast sgs1 mgt1	20	6	-47	-2	-6	-7&-15	42	-5
mlh1 rad18	24	-1	-10	3	4	2&-17	60	2
yeast rad50	26	-8	-3	1	12	10&-16	48	-6

(49) CCCCCCC1CC2(Cl)C(Cl)=C(Cl)C1(Cl)C2(Cl)Cl (centres undefined)
(50) CC1CN1C1c2ccccc2CC1O (centres undefined)
(51) CCOP(=O)(NCc1ccccc1)c1ccc(N)cc1 (centres undefined)
(52) CC/C=C/C1(C)C(=O)NC(=S)NC1=O
(53) CCOP12(OCC)NC(=O)OC1(C(F)(F)F)c1ccccc1O2 (centres undefined)
(54) CC(C)(O)OC1COC(C2CS2)C1O (centres undefined)
(55) CCC1(CC(C)C)C(=O)NC(=NC)NC1=O (centres undefined)
(56) CC(=O)O

Assay by compound	49	50	51	52	53	54	55	56
bub3	100*	-20	0	11	-26	30	19	1
mec2-1	100*	-13	-6	3	4	16	-1	-13
yeast cln2 rad14	100*	-15	2	2	-7	35	28	4
yeast sgs1 mgt1	100*	-12	8	-7	-38	4	28	8
mlh1 rad18	100*	-9	7	-3	-36	-22	69	1
yeast rad50	100*	1	6	5	-19	18	4	2

(57) C1CN([PH+](N2CC2)N2CC2)CCO1.C1CN([PH+](N2CC2)N2CC2)CCO1.[I][Pt][I]
(58) C[N+](C)(C)CC1CCCC/C1=N\O (centres undefined)
(59) NS(=O)(=O)c1ccc([As](=O)(O)O)cc1
(60) O=C(COc1ccc(Cl)cc1Cl)NO
(61) C[N+](C)([O-])CCNC(=O)c1cc(N(CCCl)CCCl)c([N+](=O)[O-])cc1[N+](=O)[O-]
(62) CC1OC(O[C@H]2CC[C@]3(C=O)[C@H]4CC[C@]5(C)[C@@H](C6=COC(=O)C6)CC[C@]5(O)[C@@H]4CC[C@]3(O)C2)C(O)C(O)C1OC1OC(CO)C(O)C(O)C1O (some centres undefined)
(63) CCCNP(=S)(NCCC)NCCC
(64) ClCCN(CCCl)c1ccc(/C=N/Nc2ccnc3ccccc23)cc1

Assay by compound	57	58	59	60	61	62	63	64
bub3	96*	9	12	88*	-5	20	0	87*
mec2-1	24	0	-4	98*	-35	10	-10	96*
yeast cln2 rad14	18	39	-46	30	-64	0	-16	97*
yeast sgs1 mgt1	52	10	5	59	-4	17	8	97*
mlh1 rad18	6	39	-16	67	-12	19	22	89*
yeast rad50	37	23	-1	97*	-8	13	1	96*

(65) c1ccc([Te][Te]c2ccccc2)cc1
(66) O=C(c1ccccc1)C1C(C(=O)c2ccccc2)N1Cc1ccccc1 (centres undefined)
(67) Cc1cccc(C=NCCOCCOCCN=Cc2cccc(C)c2O)c1O.[Ni]
(68) COc1cc(C2c3cc4c(cc3OC(C)(O)C2C)OCO4)cc(OC)c1OC (centres undefined)
(69) COC(=O)C[N+]1(C)C2CCC1CC(O)C2 (centres undefined)
(70) CCCCC(C)N=C=S (centres undefined)
(71) O=[As](O)(O)c1ccccc1
(72) CC(C(=O)O)N(N=O)c1ccccc1 (centres undefined)

Assay by compound	65	66	67	68	69	70	71	72
bub3	42	9&27	-20	-17	-17	0	-38	23
mec2-1	36	4&10	3	-1	3	-10	-7	2
yeast cln2 rad14	71*	-1&3	1	-25	-23	-39	5	21
yeast sgs1 mgt1	75*	-10&4	-14	10	1	5	5	-2
mlh1 rad18	86*	7&-8	-14	15	10	-10	-16	14
yeast rad50	18	21&5	-8	9	2	-22	18	-7

# From entry 57 as far as 71, copied from above:
(57) C1CN([PH+](N2CC2)N2CC2)CCO1.C1CN([PH+](N2CC2)N2CC2)CCO1.[I][Pt][I]
(58) C[N+](C)(C)CC1CCCC/C1=N\O (centres undefined)
(59) NS(=O)(=O)c1ccc([As](=O)(O)O)cc1
(60) O=C(COc1ccc(Cl)cc1Cl)NO
(61) C[N+](C)([O-])CCNC(=O)c1cc(N(CCCl)CCCl)c([N+](=O)[O-])cc1[N+](=O)[O-]
(62) CC1OC(O[C@H]2CC[C@]3(C=O)[C@H]4CC[C@]5(C)[C@@H](C6=COC(=O)C6)CC[C@]5(O)[C@@H]4CC[C@]3(O)C2)C(O)C(O)C1OC1OC(CO)C(O)C(O)C1O (some centres undefined)
(63) CCCNP(=S)(NCCC)NCCC
(64) ClCCN(CCCl)c1ccc(/C=N/Nc2ccnc3ccccc23)cc1
(65) c1ccc([Te][Te]c2ccccc2)cc1
(66) O=C(c1ccccc1)C1C(C(=O)c2ccccc2)N1Cc1ccccc1 (centres undefined)

Assay by compound	57	58	59	60	61	62	63	64	65	66
bub3	96*	9	12	88*	-5	20	0	87*	42	9&27
mec2-1	24	0	-4	98*	-35	10	-10	96*	36	4&10
yeast cln2 rad14	18	39	-46	30	-64	0	-16	97*	71*	-1&3
yeast sgs1 mgt1	52	10	5	59	-4	17	8	97*	75*	-10&4
mlh1 rad18	6	39	-16	67	-12	19	22	89*	86*	7&-8
yeast rad50	37	23	-1	97*	-8	13	1	96*	18	21&5

(67) Cc1cccc(C=NCCOCCOCCN=Cc2cccc(C)c2O)c1O.[Ni]
(68) COc1cc(C2c3cc4c(cc3OC(C)(O)C2C)OCO4)cc(OC)c1OC (centres undefined)
(69) COC(=O)C[N+]1(C)C2CCC1CC(O)C2 (centres undefined)
(70) CCCCC(C)N=C=S (centres undefined)
(71) O=[As](O)(O)c1ccccc1

Assay by compound	67	68	69	70	71
bub3	-20	-17	-17	0	-38
mec2-1	3	-1	3	-10	-7
yeast cln2 rad14	1	-25	-23	-39	5
yeast sgs1 mgt1	-14	10	1	5	5
mlh1 rad18	-14	15	10	-10	-16
yeast rad50	-8	9	2	-22	18
